KLF5 inh: KLF5 expression inhibitors, primary screen, DLD-1 cells, luminescence | DLD-1 KLF5 promoter-luciferase reporter | inhibition, % at 5 µM | 290,000 tested, 0.23% active | AID 1700, 2009;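 active means inhibition above a per-plate limit of that plate's mean compound inhibition plus 3 SD, cut at about 60% in these data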;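 further: 0% = DMSO wells and 100% = LY294002 at 200 µM; higher means less KLF5 promoter-driven luciferase light; inactives centre near -14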
HSF1 inh: HSF1 inhibitors in luciferase reporter cells, primary screen, cell-based, NIH3T3, luminescence. activity change, negative = inhibition, % at 7.5 µM (by protocol). NIH3T3-HGL HSE-luciferase, MG132-induced, luminescence 8 h; stronger effect = lower value. AID 2098, 2009. 300,000 tested, 0.77% active;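 active means more than half of replicate wells show activity change below -50%, luminescence cut by over half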;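 further: luciferase reports HSF-1 transcriptional activity via heat shock element; 0% = median of DMSO wells and -100% = zero luminescence signal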
GSK3 alpha inh: blockers of GSK3A enzyme activity – biochemical, luminescence, cell-free homogeneous, HTS, primary screen; Glycogen synthase kinase-3 alpha (Homo sapiens), P49840; GSK-3 alpha kinase, ADP-Glo luminescence, 60 min; inhibition, % at 10 µM; 320,000 tested, 0.1% active;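 in the data active means inhibition above about 50%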;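 further: GST-tagged GSK-3 alpha with peptide substrate and 25 µM ATP; 0% = DMSO neutral wells and 100% = GW8510 positive control wells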
Target sequence (P49840 whole entry, looked up): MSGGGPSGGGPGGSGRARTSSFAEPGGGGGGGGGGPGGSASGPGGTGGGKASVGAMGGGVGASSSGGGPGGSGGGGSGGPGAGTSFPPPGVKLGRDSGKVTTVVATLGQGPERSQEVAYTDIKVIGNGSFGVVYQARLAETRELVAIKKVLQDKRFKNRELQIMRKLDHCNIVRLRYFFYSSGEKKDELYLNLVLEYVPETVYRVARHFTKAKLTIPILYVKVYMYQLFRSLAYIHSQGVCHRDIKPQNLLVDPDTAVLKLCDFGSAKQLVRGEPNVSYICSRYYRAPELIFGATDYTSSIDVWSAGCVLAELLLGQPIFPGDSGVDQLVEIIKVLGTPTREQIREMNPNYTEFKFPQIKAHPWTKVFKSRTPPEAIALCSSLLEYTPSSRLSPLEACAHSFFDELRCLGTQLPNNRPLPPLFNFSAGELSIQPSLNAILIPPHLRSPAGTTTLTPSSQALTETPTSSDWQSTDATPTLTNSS
HSP90 inh: HSP90 inhibitors, primary screen, cell lysate, luminescence; Rabbit reticulocyte lysate, luciferase refolding luminescence, 3 h; inhibition, % at 5.6 µM; AID 1789, 2009; 290,000 tested, 0.91% active;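 active means inhibition above the screen-wide mean plus 3 SD, computed separately per campaign, cut at about 16% in these data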;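 further: 0% = DMSO wells and 100% = 60 µM geldanamycin wells; inhibitors lower the luminescence because luciferase stays unfolded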
aSyn 5UTR inh: MLPCN primary screen, SNCA 5' untranslated region. AID 1813, 2009. inhibition, % (tested at 7.5 µM). alpha-synuclein 5'UTR reporter, inhibitor activity. 300,000 tested, 0.82% active; in the data active means inhibition above about 60%;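 further: H4 neuroglioblastoma cells stably carrying SNCA 5'UTR luciferase fusion; 0% = DMSO wells and 100% = positive control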
HSF-1 act: HSF-1 activators, primary screen, NIH3T3-HGL cells, MG132 stress, luminescence, single point; NIH3T3-HGL HSF-1 luciferase reporter, 8 h; 100% = twice DMSO control signal; activation, % at 9 µM; 300,000 tested, 1.7% active; AID 504408, 2011;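 active means mean replicate activation of at least 50% with a set share of replicates each reaching 50%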;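 further: 0% = median of the neutral control wells and 100% = twice that signal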
GSK3beta inhib: human GSK3beta kinase inhibitors, primary screen, biochemical, cell-free homogeneous, HTS. GST-GSK3beta kinase, ADP-Glo luminescence, 60 min; stronger effect = lower value. activity score (negative = inhibition), % at 10 µM. Glycogen synthase kinase-3 beta (Homo sapiens), P49841. 300,000 tested, 0.038% active;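 active means more than half of replicate wells score below -50%, meaning over 50% inhibition versus plate controls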;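 further: 0% = median DMSO wells and -100% = median GW8510 positive control wells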
Target sequence (P49841 whole entry, looked up): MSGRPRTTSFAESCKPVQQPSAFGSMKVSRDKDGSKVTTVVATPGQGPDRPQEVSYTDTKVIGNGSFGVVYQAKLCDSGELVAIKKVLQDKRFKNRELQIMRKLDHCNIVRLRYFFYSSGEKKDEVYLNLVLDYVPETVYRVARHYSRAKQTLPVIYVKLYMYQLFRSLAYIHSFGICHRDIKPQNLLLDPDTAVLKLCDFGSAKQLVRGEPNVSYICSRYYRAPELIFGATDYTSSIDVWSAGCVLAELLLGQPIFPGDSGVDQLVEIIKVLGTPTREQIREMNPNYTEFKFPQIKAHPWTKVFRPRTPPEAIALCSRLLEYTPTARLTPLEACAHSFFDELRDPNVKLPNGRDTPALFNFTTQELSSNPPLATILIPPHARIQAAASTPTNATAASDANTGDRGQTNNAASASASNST
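Test system: GST-fused GSK3beta enzyme, cell-free | Quantity: 1.6 ng GST-GSK3beta enzyme per well | Reagent: 25 µM ATP with peptide substrate | Schedule: 60 min enzyme reaction, room temperature | Signal: Luminescent ADP-Glo measurement of ADP formed | Read-out basis: Score relative to plate controls | Control set: DMSO and 20 µM GW8510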
PolyA inh: polyadenylation inhibitors in yeast reporter cells, primary screen, luminescence, S. cerevisiae; S. cerevisiae SKY197-pL101 polyadenylation reporter, beta-gal luminescence; efflux-impaired pdr1/pdr3 knockout yeast; score 100 = 6 SD above DMSO; calls only at 12 µM; 300,000 tested, 0.02% active;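 active means lowest replicate activity score at least 50, where 100 means six control SD above control mean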;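 further: yeast exposed to compound for 9 h at 30 °C; higher score means more reporter readthrough which indicates perturbed polyadenylation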
IEC-6 cytotox: cytotoxicity in IEC-6 intestinal epithelial cells, primary screen, cytotoxicity control for KLF5 inhibitor project, cell-based, luminescence | 290,000 tested, 0.78% active | inhibition, % at 5 µM | AID 1825, 2009 | IEC-6 cytotoxicity, luminescence viability; in the data active means inhibition above about 22%;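 further: 0% = plate median of test compound wells and 100% = cytotoxic reference compound wells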
AI-2 QS mod: Vibrio harveyi AI-2 quorum sensing modulators, primary screen, JMH597 strain, luminescence/OD600 ratio; Vibrio harveyi JMH597 AI-2 luminescence/OD600 ratio, 9 h; stronger effect = lower value; strain lacks LuxN and CqsS sensors; 0 = neutral-control median; activity change, % at 7.5 µM; AID 2094, 2009; 300,000 tested, 0.4% active; in the data active means activity change below about -75%, passing the limit was not always enough;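 further: luminescence divided by OD600 gain over 9 h not by final OD600 alone; inactives centre near 13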
Active calls of the source: *. Not all compounds are listed (hit frequency here may not be typical).

For CCN1CCN(S(=O)(=O)CC2(C)C3CCC2(C)C(=O)C3Br)CC1 (stereo unspecified) the results were KLF5 inh -21, HSF1 inh 1, GSK3 alpha inh 1, HSP90 inh 3, aSyn 5UTR inh 2, HSF-1 act -4, GSK3beta inhib 1, PolyA inh inactive, IEC-6 cytotox -3 and AI-2 QS mod 6.
For COCc1cc(C)n(CC(=O)Nc2ccccc2OC)c(=O)c1C#N the results were KLF5 inh -6, HSF1 inh -3, GSK3 alpha inh 1, HSP90 inh -2, aSyn 5UTR inh 11, HSF-1 act -18, GSK3beta inhib -1, PolyA inh inactive, IEC-6 cytotox -3 and AI-2 QS mod 2.
For COCCNC(=O)C(c1ccc(F)cc1)N(Cc1ccco1)C(=O)CCC(=O)Nc1ccccn1 (stereo unspecified) the results were KLF5 inh -23, HSF1 inh -2, GSK3 alpha inh 1, HSP90 inh -2, aSyn 5UTR inh -11, HSF-1 act -9, PolyA inh inactive and IEC-6 cytotox 2.
`COc1ccc(NC(=O)c2c(NC(=O)CNCc3ccco3)sc3c2CCC3)c(OC)c1` gave KLF5 inh -5, HSF1 inh -1, GSK3 alpha inh 7, HSP90 inh -5, aSyn 5UTR inh -6, HSF-1 act 6, GSK3beta inhib -1, PolyA inh inactive, IEC-6 cytotox -9 and AI-2 QS mod 27.
`COc1ccc(C(=O)NCc2nnc(SCC(=O)Nc3nc4ccccc4s3)o2)cc1` gave KLF5 inh -31, HSF1 inh -1, GSK3 alpha inh 0, HSP90 inh 4, aSyn 5UTR inh -14, HSF-1 act 6, GSK3beta inhib 2, PolyA inh inactive, IEC-6 cytotox 64* and AI-2 QS mod 18.
For CC/C(=N\O)c1ccc(O)c(OC)c1 the results were KLF5 inh -20, HSF1 inh -8, GSK3 alpha inh -1, HSP90 inh 2, aSyn 5UTR inh -29, HSF-1 act -8, GSK3beta inhib -3, PolyA inh inactive, IEC-6 cytotox 12 and AI-2 QS mod 19.
O=C(NC(=S)Nc1ccccc1Cl)c1csnn1 was read as KLF5 inh -37, HSF1 inh 8, GSK3 alpha inh -3, HSP90 inh -1, aSyn 5UTR inh -55, HSF-1 act 37, GSK3beta inhib -5, PolyA inh inactive, IEC-6 cytotox 3 and AI-2 QS mod 21.
For O=C(NCCCn1ccnc1)c1nn2c(C(F)(F)F)cc(-c3ccc(Br)cc3)nc2c1Cl the results were KLF5 inh -24, HSF1 inh -12, HSP90 inh 4, aSyn 5UTR inh 57, HSF-1 act -1, GSK3beta inhib 1, PolyA inh inactive, IEC-6 cytotox 2 and AI-2 QS mod 4.
`Cc1ccc(S(=O)(=O)N2CCN(CCNC(=O)C(=O)NCc3ccccc3)CC2)cc1` gave KLF5 inh -25, HSF1 inh -87*, GSK3 alpha inh 0, HSP90 inh -2, aSyn 5UTR inh 24, HSF-1 act -91, GSK3beta inhib -3, PolyA inh inactive, IEC-6 cytotox 1 and AI-2 QS mod 12.
O=C(Cc1sc(-c2ccccc2Cl)nc1-c1ccccc1)Nc1ccc(F)cc1 was read as KLF5 inh -36, HSF1 inh -9, GSK3 alpha inh -4, HSP90 inh 4, aSyn 5UTR inh -27, HSF-1 act -9, GSK3beta inhib 2, PolyA inh inactive, IEC-6 cytotox 1 and AI-2 QS mod 20.
For O=C(Nc1nnc(CSCc2ccc(F)cc2)s1)c1ccc([N+](=O)[O-])cc1 the results were KLF5 inh 12, HSF1 inh -7, GSK3 alpha inh -1, HSP90 inh -8, aSyn 5UTR inh -17, HSF-1 act -8, GSK3beta inhib 3, PolyA inh inactive, IEC-6 cytotox -3 and AI-2 QS mod 12.
For CCCCc1c(O)nc(SCC(=O)N2CCCCC2)[nH]c1=O the results were KLF5 inh -13, HSF1 inh -4, GSK3 alpha inh 9, HSP90 inh 5, aSyn 5UTR inh -22, HSF-1 act 1, GSK3beta inhib 3, PolyA inh inactive, IEC-6 cytotox -6 and AI-2 QS mod 25.
`Cc1ccc(OCC(=O)Nc2ccc(-c3nnc(-c4ccco4)o3)cc2)cc1` gave KLF5 inh -48, HSF1 inh 24, GSK3 alpha inh -4, HSP90 inh 10, aSyn 5UTR inh -69, HSF-1 act 47, GSK3beta inhib 3, PolyA inh inactive, IEC-6 cytotox 0 and AI-2 QS mod 16.
O=C(Cn1nc(-c2ccc(F)cc2)ccc1=O)Nc1ccc(C(=O)NC2CC2)cc1 was read as KLF5 inh 0, HSF1 inh 4, HSP90 inh 5, aSyn 5UTR inh -5, HSF-1 act 7, GSK3beta inhib -1, PolyA inh inactive, IEC-6 cytotox 3 and AI-2 QS mod 13.
`O=C1CCCN1c1ccc(S(=O)(=O)N2CCN(c3ccccn3)CC2)cc1` gave KLF5 inh -16, HSF1 inh 7, GSK3 alpha inh -1, HSP90 inh -2, aSyn 5UTR inh -14, HSF-1 act 10, GSK3beta inhib 3, PolyA inh inactive, IEC-6 cytotox -1 and AI-2 QS mod 11.
`CN(C)C(CNC(=O)c1ccc(C(=O)c2ccccc2)cc1)c1ccccc1` (stereo unspecified) gave KLF5 inh -22, HSF1 inh -7, GSK3 alpha inh 1, HSP90 inh -6, aSyn 5UTR inh -6, HSF-1 act -1, GSK3beta inhib -1, PolyA inh inactive, IEC-6 cytotox -3 and AI-2 QS mod 17.
`Cc1ncoc1C(=O)N1CCc2c([nH]c3ccccc23)C1C(C)(C)C` (stereo unspecified) gave KLF5 inh 12, HSF1 inh 2, GSK3 alpha inh -2, HSP90 inh 1, aSyn 5UTR inh -14, HSF-1 act -4, GSK3beta inhib 1, PolyA inh inactive, IEC-6 cytotox -1 and AI-2 QS mod -7.
`Cn1c(N)c(N2CCCCC2)c(=O)n(CC(=O)Nc2ccc(Cl)c(Cl)c2)c1=O` gave KLF5 inh -6, HSF1 inh 8, GSK3 alpha inh 1, HSP90 inh 8, aSyn 5UTR inh 22, HSF-1 act 8, GSK3beta inhib 1, PolyA inh inactive, IEC-6 cytotox 3 and AI-2 QS mod 19.
For CC(=O)NC(=S)Nc1cccc2ccc(C)nc12 the results were KLF5 inh 3, HSF1 inh 0, GSK3 alpha inh 0, HSP90 inh 2, aSyn 5UTR inh 16, HSF-1 act -2, GSK3beta inhib 0, PolyA inh inactive, IEC-6 cytotox 5 and AI-2 QS mod 8.
`CCOC(=O)CSC1=C(C#N)C(c2sccc2C)C(C(C)=O)=C(C)N1` (stereo unspecified) gave KLF5 inh -20, HSF1 inh 1, GSK3 alpha inh -2, HSP90 inh 0, aSyn 5UTR inh -21, HSF-1 act 18, GSK3beta inhib 0, PolyA inh inactive, IEC-6 cytotox -2 and AI-2 QS mod 23.

Some of these compounds in order of molecular weight, descending.
`COc1ccc(NC(=O)c2c(NC(=O)CNCc3ccco3)sc3c2CCC3)c(OC)c1` gave KLF5 inh -5, HSF1 inh -1, GSK3 alpha inh 7, HSP90 inh -5, aSyn 5UTR inh -6, HSF-1 act 6, GSK3beta inhib -1, PolyA inh inactive, IEC-6 cytotox -9 and AI-2 QS mod 27.
`Cc1ccc(S(=O)(=O)N2CCN(CCNC(=O)C(=O)NCc3ccccc3)CC2)cc1` gave KLF5 inh -25, HSF1 inh -87*, GSK3 alpha inh 0, HSP90 inh -2, aSyn 5UTR inh 24, HSF-1 act -91, GSK3beta inhib -3, PolyA inh inactive, IEC-6 cytotox 1 and AI-2 QS mod 12.
For CCCCc1c(O)nc(SCC(=O)N2CCCCC2)[nH]c1=O the results were KLF5 inh -13, HSF1 inh -4, GSK3 alpha inh 9, HSP90 inh 5, aSyn 5UTR inh -22, HSF-1 act 1, GSK3beta inhib 3, PolyA inh inactive, IEC-6 cytotox -6 and AI-2 QS mod 25.

Following part
`CCc1c(C)nc(N2CCOCC2)[nH]c1=O` gave KLF5 inh 5, HSF1 inh -5, GSK3 alpha inh -1, HSP90 inh -2, aSyn 5UTR inh 20, HSF-1 act -6, GSK3beta inhib -2, PolyA inh inactive, IEC-6 cytotox 0 and AI-2 QS mod 1.
O=C(NCC1CCCO1)NC12CC3CC(CC(C3)C1)C2 (stereo unspecified) was read as KLF5 inh 2, HSF1 inh -1, GSK3 alpha inh 0, HSP90 inh 3, aSyn 5UTR inh 11, HSF-1 act 15, GSK3beta inhib 2, PolyA inh inactive, IEC-6 cytotox -8 and AI-2 QS mod 11.
`Cc1ccc(/C=C2\SC(=S)N(CCC(=O)N3CCCCC3)C2=O)cc1` gave KLF5 inh -30, HSF1 inh -6, GSK3 alpha inh 3, HSP90 inh -1, aSyn 5UTR inh -28, HSF-1 act -1, GSK3beta inhib 2, PolyA inh inactive, IEC-6 cytotox 0 and AI-2 QS mod 9.
For c1ccc(-c2nnc(-c3ccccc3)nn2)cc1 the results were KLF5 inh -3, HSF1 inh 1, GSK3 alpha inh -4, HSP90 inh -2, aSyn 5UTR inh -17, GSK3beta inhib 0, PolyA inh inactive, IEC-6 cytotox 2 and AI-2 QS mod 14.
COc1cc2c(cc1OC)CN(C1CCC(C)CC1)CC2 (stereo unspecified) was read as KLF5 inh -26, HSF1 inh -5, GSK3 alpha inh 2, HSP90 inh -1, aSyn 5UTR inh -23, HSF-1 act -19, GSK3beta inhib -8, PolyA inh inactive, IEC-6 cytotox 11 and AI-2 QS mod 13.
Screening COc1cc2ncnc(NCc3cccc(F)c3F)c2cc1OC returned KLF5 inh -9, HSF1 inh -5, GSK3 alpha inh 0, HSP90 inh 0, aSyn 5UTR inh 7, HSF-1 act 3, GSK3beta inhib 1, PolyA inh inactive, IEC-6 cytotox 35* and AI-2 QS mod -12.
`CCCCn1c(=O)[nH]c(=O)c2c1nc(-c1ccccc1F)n2Cc1ccccc1OC` gave KLF5 inh -17, HSF1 inh 8, GSK3 alpha inh 5, HSP90 inh 1, aSyn 5UTR inh 14, HSF-1 act 15, GSK3beta inhib -3, PolyA inh inactive, IEC-6 cytotox 4 and AI-2 QS mod 17.
